Screening results as filed in PubChem.
hgDAF12 agonist: H. glycines DAF-12 receptor agonists, primary screen, cell-based, luminescence, HEK293, GAL4 fusion, UAS-luciferase; HEK293 GAL4-hgDAF12 UAS-luciferase reporter, agonist luminescence; normalized to butyrate control; activation, % at 6.8 µM; 370,000 tested, 1.8% active;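 active = activation above a cutoff set at the mean of all screened compounds plus 3 SD, cut at about 10% in these data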;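 note: 0% = DMSO wells and 100% = sodium butyrate wells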
hcDAF-12 act: H. contortus DAF-12 nuclear receptor activators, primary screen, cell-based, luminescence, HEK293, lit1-tk-luc reporter. activation, % at 6.8 µM. 370,000 tested, 1.4% active. HEK293 hcDAF-12 lit1-tk-luc reporter; 0% DMSO, 100% Δ7-dafachronic acid;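 active = activation above the mean of all tested compounds plus 3 SD, cut at about 5.5% in these data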;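 note: 100% = response to 3 µM Δ7-dafachronic acid high control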
NR1D1 modulator: modulators of Rev-erb alpha DNA binding, primary screen, biochemical, FITC-DNA, fluorescence polarization, uHTS; Nuclear receptor subfamily 1 group D member 1 (Homo sapiens), P20393; Rev-erbα–FITC-DNA binding, 90 min; activity, % at 10 µM; 370,000 tested, 0.79% active; AID 1259318, 2017;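 active = activity above about 14%, limit read from the data; passing the limit was not always enough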;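 note: 0% = DMSO wells with 35 nM protein and 100% = DMSO wells with 750 nM protein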
ssDAF12 agonist: S. stercoralis DAF-12 nuclear receptor activators, primary screen, cell-based, luminescence, HEK293, GRIP1 co-expression, lit1-tk-luc | HEK293 ssDAF-12/GRIP1 lit1-tk-luc reporter; % of 3 µM dafachronic acid response | activation, % at 6.8 µM | 370,000 tested, 1% active;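 active = activation above the mean over all tested compounds plus 3 SD, cut at about 0.9% in these data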;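 note: 0% = DMSO-only wells and 100% = 3 µM delta7-dafachronic acid wells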
FXN GAA850 act: FXN promoter activators, primary screen, cell-based, luciferase luminescence, HEK293 lucGAA850 | HEK293 lucGAA850 FXN promoter luciferase reporter, 24 h; percent of 10 µM SAHA response | 360,000 tested, 0.56% active | activation, % at 6 µM;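 active = activation above the average of all compounds screened plus 3 SD, cutoff fixed separately per campaign, cut at about 7.5% in these data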;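 note: 0% = DMSO wells and 100% = 10 µM SAHA wells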
HGIII-sPLA2 inh: human group III sPLA2 inhibitors, primary screen, biochemical, QFRET, BODIPY PC-A2 liposome substrate; Group 3 secretory phospholipase A2 (Homo sapiens), Q9NZ20; QFRET BODIPY PC-A2 liposome hydrolysis, fluorescence; inhibition, % at 12.2 µM; 370,000 tested, 0.56% active;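 active = inhibition above mean plus 3 SD of compounds lying within the high and low control bounds, cut at about 19% in these data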;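 note: 0% = median of test compound wells and 100% = no enzyme DMSO wells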
DAX1 inh-1: DAX1 (NR0B1) inhibitors, primary screen, cell-based, HEK293, Gal4-DAX1, luciferase luminescence. Nuclear receptor subfamily 0 group B member 1 (Homo sapiens), P51843. HEK293 Gal4-DAX1 luciferase reporter. inhibition, % at 6.75 µM. 340,000 tested, 0.99% active. AID 504766, 2011;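 active = inhibition above the mean over all tested compounds plus 3 SD, cut at about 4.2% in these data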;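 note: 0% = DAX1-transfected cells with DMSO and 100% = empty-vector control cells with DMSO; inhibition shows as a rise in luminescence from relieved DAX1 repression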
PG9 binder: binders of HIV-1 gp120 antibody PG9, primary screen, biochemical, TR-FRET; HIV-1 gp120 / PG9 antibody interaction; TR-FRET gp120-PG9 antibody binding; inhibition, % at 6.7 µM; 360,000 tested, 0.43% active; AID 624416, 2012; in the data active = inhibition above about 8.5%
SMARCA2 act: SMARCA2 (BRM) function activators, primary screen, cell-based, luminescence, high throughput | 370,000 tested, 1% active | activation, % at 9.1 µM | MG213 cells, MMTV-luciferase reporter, dexamethasone, overnight; in the data active = activation above about 7.8%;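 note: 0% = vehicle wells and 100% = reference activator wells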
DAX1 inh-2: DAX1 (NR0B1) inhibitors on StAR promoter, primary screen, cell-based, luminescence, SF-1 (NR5A1), full-length DAX-1; HEK293T StAR-luciferase reporter, SF-1/DAX-1 repression relief; AID 652010, 2013; inhibition, % at 6.8 µM; 370,000 tested, 1.1% active;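 active = inhibition above the mean over all tested compounds plus 3 SD, cut at about 3.6% in these data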;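 note: 0% = DAX-1 cells with DMSO and 100% = cells lacking DAX-1 with DMSO; higher inhibition means more luminescence from relief of DAX-1 repression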
PLCb3 inh: human PLC-beta3 inhibitors, primary screen, biochemical, fluorescence; Purified PLC-beta3, fluorogenic substrate; inhibition, % at 12.2 µM; 370,000 tested, 0.18% active; AID 720704, 2013; 1-phosphatidylinositol 4,5-bisphosphate phosphodiesterase beta-3 (Homo sapiens), Q01970; in the data active = inhibition above about 11%;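 note: 0% = median of compound wells on plate and 100% = full blocker control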
Target sequence (Q01970 whole entry, looked up): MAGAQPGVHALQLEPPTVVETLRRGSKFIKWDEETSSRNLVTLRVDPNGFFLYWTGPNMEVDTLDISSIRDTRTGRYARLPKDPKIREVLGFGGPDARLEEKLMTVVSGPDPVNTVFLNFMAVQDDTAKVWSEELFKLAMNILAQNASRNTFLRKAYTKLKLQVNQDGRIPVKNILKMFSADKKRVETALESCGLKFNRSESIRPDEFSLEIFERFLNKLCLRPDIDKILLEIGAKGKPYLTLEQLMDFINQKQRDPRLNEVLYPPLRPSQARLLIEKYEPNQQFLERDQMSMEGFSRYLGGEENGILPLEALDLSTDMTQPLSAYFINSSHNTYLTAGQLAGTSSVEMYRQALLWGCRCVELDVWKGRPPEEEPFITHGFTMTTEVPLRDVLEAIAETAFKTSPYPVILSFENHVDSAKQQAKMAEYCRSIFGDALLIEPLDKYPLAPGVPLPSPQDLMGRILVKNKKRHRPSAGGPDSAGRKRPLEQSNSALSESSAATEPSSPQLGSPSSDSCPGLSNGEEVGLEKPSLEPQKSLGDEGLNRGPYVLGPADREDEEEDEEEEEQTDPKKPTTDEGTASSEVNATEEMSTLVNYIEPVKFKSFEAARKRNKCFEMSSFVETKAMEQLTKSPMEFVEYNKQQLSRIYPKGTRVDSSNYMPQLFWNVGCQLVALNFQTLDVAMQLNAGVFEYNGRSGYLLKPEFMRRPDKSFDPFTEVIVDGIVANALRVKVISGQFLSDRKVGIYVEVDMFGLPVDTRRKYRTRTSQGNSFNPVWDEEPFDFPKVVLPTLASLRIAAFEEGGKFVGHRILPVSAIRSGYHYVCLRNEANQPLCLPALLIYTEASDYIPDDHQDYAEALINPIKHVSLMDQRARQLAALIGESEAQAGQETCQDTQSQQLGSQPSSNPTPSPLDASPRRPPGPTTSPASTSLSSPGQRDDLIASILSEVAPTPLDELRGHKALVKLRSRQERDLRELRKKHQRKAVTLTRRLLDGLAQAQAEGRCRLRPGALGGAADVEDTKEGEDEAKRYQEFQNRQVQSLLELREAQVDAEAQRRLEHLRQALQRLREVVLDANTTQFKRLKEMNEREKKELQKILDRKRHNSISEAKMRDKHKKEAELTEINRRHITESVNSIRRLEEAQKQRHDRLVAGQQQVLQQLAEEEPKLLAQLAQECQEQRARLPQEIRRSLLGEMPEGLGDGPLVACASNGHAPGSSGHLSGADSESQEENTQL
Numbers without * were called inactive; x = no result given. This is a random part of the collection; any-hit rate near 7%.

Screens in order – HGIII-sPLA2 inh	PLCb3 inh	ssDAF12 agonist	DAX1 inh-1	hgDAF12 agonist	FXN GAA850 act	SMARCA2 act	hcDAF-12 act	DAX1 inh-2	NR1D1 modulator	PG9 binder
> CCC(=O)c1cc2c(cc1NC(=O)c1cccs1)OCCO2
    -1	-18	-0.9	0.9	1.8	5.2	-1	2.1	-0.1	6	0.2
> CNc1ncnc2c1ncn2[C@H]1CN(CCOC)C[C@@H](CO)O1
    7	1	-0.7	x	-2.7	1.3	2	3.9	0.6	-2	-0.2
> Cc1ccc(N2CC(C(=O)Nc3ccc(N(C)C)cc3)CC2=O)cc1C (stereo not given)
    -4	-7	-1.7	1.1	-0.7	2.3	-5	0.2	0.3	2	0.0
> COc1ccccc1CC(Cc1nc2ccccc2[nH]1)c1nc2ccccc2[nH]1 (stereo not given)
    -6	-6	-1.6	0.5	-2.6	0.1	-4	-1.0	-0.2	8	-2.0
> Cn1cc(/C=N\NC(=O)C2COc3ccccc3O2)c2ccccc21 (stereo not given)
    8	2	-0.4	x	0.5	x	0	2.0	-0.1	-2	-0.5
> O=C(Oc1ccc([N+](=O)[O-])cc1)C1CC(=O)N(c2ccc3c(c2)OCCO3)C1 (stereo not given)
    7	1	-1.5	-0.6	-3.0	-0.7	-5	-1.4	0.0	1	-2.1
> CSc1ncccc1C(=O)Nc1ccc(S(=O)(=O)NC2=NCCCCC2)cc1
    -4	6	-1.4	-0.1	0.1	0.3	-1	-1.4	-0.3	2	-0.3
> O=C(Cc1ccccc1)N/N=C/c1cc(Br)c(Br)o1
    9	-10	-0.7	-0.3	0.1	2.2	0	1.1	0.7	1	1.4
> CC1CC1C(=O)Nc1nc2ccc(S(C)(=O)=O)cc2s1 (stereo not given)
    -5	-2	-1.4	-1.8	0.7	2.9	-2	-0.7	-0.3	-1	-1.6
> CC(NC(=O)COC(=O)Cc1ccc(Cl)cc1)c1ccccc1 (stereo not given)
    9	0	-1.2	0.7	-1.7	-1.7	-4	-0.3	-1.0	2	1.1
> COc1ccccc1OCC(=O)Nc1ccc(S(=O)(=O)N(C)c2ccccc2)cc1
    -11	-7	0.0	0.7	-0.3	0.9	-2	-0.7	-1.9	-9	0.0
> CC(=O)c1ccc(NC(=O)CN2C(=O)COc3ccc(Cl)cc32)cc1
    12	-5	-1.1	2.6	-0.2	2.4	-2	-0.7	0.6	0	-1.1
> S=C(NC1CCCCC1)N(CCc1nc2ccccc2[nH]1)C1CCCC1
    3	0	-1.4	-1.2	-0.3	0.3	-2	-1.8	-0.7	-3	1.4
> CN(Cc1ccccc1)Cc1ccccc1C(O)c1ccccc1 (stereo not given)
    -6	1	-0.8	0.9	2.0	-0.3	6	-0.4	-3.8	3	-2.2
> CC(=O)c1cccc(-c2csc3ncnc(Sc4nnnn4C)c23)c1
    0	-4	-1.9	x	-8.7	-9.7	-8	-4.5	-3.8	-4	-2.4
> Cc1cc(S(=O)(=O)N2CCOCC2)ccc1OCC(=O)Nc1ccc(F)cc1
    -2	-4	-1.2	1.8	0.7	1.8	1	-3.1	-0.5	-6	-2.7
> Cn1cc(CN2CCCC(CO)(Cc3cccc(Cl)c3)C2)cn1 (stereo not given)
    -8	-4	-1.9	-1.1	-0.2	0.5	3	-1.1	0.1	3	-1.1
> COCc1[nH]nc2c1C(c1ccsc1)C(C#N)=C(N)O2 (stereo not given)
    -2	-2	-0.5	-0.9	3.6	2.3	-2	-0.4	-0.5	0	-1.2
> O=C(c1cccc([N+](=O)[O-])c1)c1ccc2[nH]c(=O)[nH]c2c1
    0	-15	-1.6	-0.8	-3.4	0.4	-2	-3.2	-0.8	2	-0.1
> Oc1ccc(Br)cc1CNn1cnnc1
    -4	4	-1.4	0.8	-1.2	2.2	2	-1.2	0.2	3	0.5

Filtered by structure: those above containing an aryl thioether with sulfur outside any ring
Screens in order – HGIII-sPLA2 inh	PLCb3 inh	ssDAF12 agonist	DAX1 inh-1	hgDAF12 agonist	FXN GAA850 act	SMARCA2 act	hcDAF-12 act	DAX1 inh-2	NR1D1 modulator	PG9 binder
> CSc1ncccc1C(=O)Nc1ccc(S(=O)(=O)NC2=NCCCCC2)cc1
    -4	6	-1.4	-0.1	0.1	0.3	-1	-1.4	-0.3	2	-0.3
> CC(=O)c1cccc(-c2csc3ncnc(Sc4nnnn4C)c23)c1
    0	-4	-1.9	x	-8.7	-9.7	-8	-4.5	-3.8	-4	-2.4

(cont.)
Screens in order – HGIII-sPLA2 inh	PLCb3 inh	ssDAF12 agonist	DAX1 inh-1	hgDAF12 agonist	FXN GAA850 act	SMARCA2 act	hcDAF-12 act	DAX1 inh-2	NR1D1 modulator	PG9 binder
> CCN(c1ccccc1)S(=O)(=O)c1ccc(Cl)c(C(=O)OCC(=O)NC(=O)C(C)C)c1
    -4	-2	-1.1	0.1	-2.5	-0.5	-1	-0.2	-0.1	11	-2.4
> O=C(Nc1sc2c(c1C(=O)O)CCCC2)c1cccc(Cl)c1
    -20	-105	-0.7	-0.5	-0.7	0.5	3	1.6	1.6	-4	-1.7
> COc1ccc([C@H]2/C=C\CN(S(=O)(=O)/C=C/c3ccccc3)[C@@H](C)C(=O)N2Cc2ccc(F)cc2)cc1
    -11	-1	-1.3	0.3	-1.3	-0.7	2	-2.6	-1.1	-4	-2.1
> COc1cc(NC(=O)CCc2nc(-c3cccs3)no2)cc(OC)c1OC
    -6	-1	-1.3	-0.7	-1.8	-1.4	-2	-0.7	-0.6	0	-1.5
> Nc1cc(=O)[nH]c(SC/C=C/c2ccccc2)n1
    -3	2	-1.1	1.2	-0.1	-1.6	0	-1.9	-0.4	-1	0.0
> CC(=O)C(=Cc1ccccc1)c1ccccc1
    14	1	-0.4	x	0.4	x	-1	0.2	-0.8	3	-1.8
> Cc1cc(C)c(C(=O)Nc2ccc(S(=O)(=O)Nc3ccccn3)cc2)c(C)c1
    -4	-15	-1.6	-1.6	-0.8	2.6	-3	-2.2	0.1	5	2.8
> CSCC[C@H](NC(=O)N1CCn2c1nc1ccccc12)C(=O)N[C@@H](C(=O)O)c1ccccc1
    12	-1	-1.2	-0.2	-0.1	0.1	-1	2.7	0.7	-4	-1.9
> O=C(NN1C(=O)C2C3c4ccccc4C(c4ccccc43)C2C1=O)C1CC1 (stereo not given)
    6	0	-1.4	-0.4	4.8	2.8	-5	0.1	0.2	-4	1.4
> CC1(c2ccccc2)CC(C)(C)n2c(O)c(C3=NC(=S)NC3=O)c3cccc1c32 (stereo not given)
    -5	-2	-1.2	0.4	-3.5	-1.5	1	0.9	-0.1	-36	-1.1
> O=C(/C=C/c1ccc([N+](=O)[O-])o1)NNC(=O)c1ccc(F)cc1
    -9	-16	-1.5	-1.4	-7.6	-14	-4	-0.5	-4.5	5	-4.4
> N/C(=N\OC(=O)CSc1ccccc1)c1cccc([N+](=O)[O-])c1
    -14	-4	-1.4	0.7	4.9	4.0	4	3.5	1.0	-2	-3.1
> Cc1c(C)n(CC(O)CN2CCCCCC2)c2ccccc12 (stereo not given)
    7	-5	-1.4	0.1	-0.1	-1.8	-4	1.5	0.5	6	-2.2
> COc1ccc(-c2nnc(SCC(=O)NN=C(C)c3cccc4ccccc34)n2-c2ccc(C)cc2)cc1
    0	0	-1.8	x	-3.2	x	-3	0.4	-0.7	4	x
> C=CCn1c(SCC(=O)c2c(N)n(C)c(=O)n(C)c2=O)nc2sc(CC)cc2c1=O
    -1	4	-1.1	1.1	3.4	-0.6	0	-1.2	1.2	1	-0.1
> Cc1cc(-c2ccc(Cl)cc2)c(C#N)c(N)n1
    1	-28	-0.1	-0.1	-1.4	8.2*	2	6.7*	0.4	20	55*
> CCN1CCN(c2ncnc3c2c(-c2ccccc2)cn3-c2ccc(F)cc2)CC1
    5	-6	-1.7	-0.5	0.7	-0.6	-1	-0.2	1.8	-9	1.0
> CC(=O)c1c(C)[nH]c(C(=O)COC(=O)COc2ccccc2F)c1C
    5	-9	-1.6	0.3	-1.3	-0.5	-2	-0.7	-0.2	-3	-0.4
> Nc1ccc(NC(=O)c2cccs2)cc1
    7	1	-1.7	-0.5	-1.2	-2.2	-4	-0.7	1.4	-3	-1.9
> Cc1ccc2sc(N(CCN(C)C)C(=O)/C=C/c3cccs3)nc2c1C
    0	-34	-0.9	-0.4	-0.7	0.3	-5	-0.9	0.3	-5	0.7
> CC1CCc2c(sc3nc(CN4CCOCC4)nc(Sc4ccccc4)c23)C1 (stereo not given)
    11	-1	-1.4	-1.7	0.6	0.9	-3	-0.9	-1.0	7	-0.1
> COc1ccc(C2=Nn3c(nnc3-c3ccccc3F)SC2)cc1OC1CCCC1
    -27	5	-2.0	-4.9	-7.7	-4.7	17*	-2.6	-1.0	8	1.8
> COc1ccc(C2(CNC(=O)c3ccc(OCC(C)C)cc3)CCOCC2)cc1
    3	-1	-1.6	-1.3	-2.3	2.5	-4	-3.1	-0.9	3	1.0
> Cc1cc(C(=O)NCc2ccco2)sc1C
    5	2	-0.6	0.6	4.4	0.8	0	3.0	-0.1	3	0.1
> Cc1c(NC(=O)Nc2ccc(Cl)cc2)c(=O)n(-c2ccccc2)n1C
    -1	1	-1.1	-0.7	-0.3	-1.4	-2	-0.9	-0.4	-3	0.5
> Cc1cc(NC(=O)c2ccccc2C)ccc1NC(=O)c1ccccc1Cl
    12	-4	-1.4	-1.2	1.3	-0.2	-1	-1.6	0.0	-2	-0.8
> COc1ccc(Nc2ncc(C(=O)O)c3ccccc23)cc1
    0	-7	-0.8	-0.7	0.2	0.5	1	1.8	0.6	0	-4.9
> O=C(CCCCCCN1C(=O)c2ccccc2C1=O)N1CCC(c2ccccc2)C1 (stereo not given)
    -19	-2	-1.5	2.9	-2.5	-1.9	-1	-1.4	-0.6	-3	-0.9
> CC(C)CC1(C)NC(=O)N(CC(=O)N2C(C)CCCC2C)C1=O (stereo not given)
    -1	-5	-0.1	0.1	-0.6	2.1	-1	-0.9	0.2	-3	0.4
> Cc1cc(C)nc(SCC(=O)Nc2nonc2N)n1
    10	-5	-1.3	3.1	1.2	-3.1	-5	-1.4	0.7	-1	1.6
> CCn1c(SCC(=O)N(C)CC(=O)Nc2ccc(F)c(F)c2F)nnc1-c1ccco1
    3	-3	-0.8	0.0	1.4	0.1	-1	-1.2	-1.0	2	-3.5
> O=C(CCC(=O)N1CCCC1)Nc1ccc(Cl)c(Cl)c1
    5	-5	-0.9	0.4	-0.8	1.1	-3	0.4	0.1	-1	-1.8
